Mm-Cpn inhibitor: M. maripaludis TRiC chaperonin inhibition; purified Mm-Cpn ATPase, ADP Transcreener TR-FRET; 330,000 tested, 0.031% active; Potency, µM (top dose mostly 76.9 µM), for the others: at the top dose activity, negative = inhibition, usual class: inhibitors; note: potency is the fitted concentration of half-maximal effect; % is set by controls: 0 for no effect and ±100 for the full control effect; nearly all actives have a fitted effect of over 80% in size
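ATP (10 uM final) was added to archaeal chaperonin (25 nM final) after 10 min exposure to test compound at 37°C; after 30 min further incubation, ADP was detected by competitive TR-FRET.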
EPAC2 antag: blocks human EPAC2 exchange factor. AID 720708. 360,000 tested, 0.18% active. Potency, µM (highest dose often 114 µM), for the others: at the highest dose activity, negative = inhibition, actives largely listed as inhibitors. EPAC2 GEF exchange of Rap1B-BODIPY-GDP, fluorescence. Q8WZA2; note: potency is the fitted concentration of half-maximal effect; % is set by controls: 0 for no effect and ±100 for the full control effect; nearly all actives have a fitted effect of over 45% in size; many of its hits are not listed in these tables
Target sequence (Q8WZA2 whole entry, looked up): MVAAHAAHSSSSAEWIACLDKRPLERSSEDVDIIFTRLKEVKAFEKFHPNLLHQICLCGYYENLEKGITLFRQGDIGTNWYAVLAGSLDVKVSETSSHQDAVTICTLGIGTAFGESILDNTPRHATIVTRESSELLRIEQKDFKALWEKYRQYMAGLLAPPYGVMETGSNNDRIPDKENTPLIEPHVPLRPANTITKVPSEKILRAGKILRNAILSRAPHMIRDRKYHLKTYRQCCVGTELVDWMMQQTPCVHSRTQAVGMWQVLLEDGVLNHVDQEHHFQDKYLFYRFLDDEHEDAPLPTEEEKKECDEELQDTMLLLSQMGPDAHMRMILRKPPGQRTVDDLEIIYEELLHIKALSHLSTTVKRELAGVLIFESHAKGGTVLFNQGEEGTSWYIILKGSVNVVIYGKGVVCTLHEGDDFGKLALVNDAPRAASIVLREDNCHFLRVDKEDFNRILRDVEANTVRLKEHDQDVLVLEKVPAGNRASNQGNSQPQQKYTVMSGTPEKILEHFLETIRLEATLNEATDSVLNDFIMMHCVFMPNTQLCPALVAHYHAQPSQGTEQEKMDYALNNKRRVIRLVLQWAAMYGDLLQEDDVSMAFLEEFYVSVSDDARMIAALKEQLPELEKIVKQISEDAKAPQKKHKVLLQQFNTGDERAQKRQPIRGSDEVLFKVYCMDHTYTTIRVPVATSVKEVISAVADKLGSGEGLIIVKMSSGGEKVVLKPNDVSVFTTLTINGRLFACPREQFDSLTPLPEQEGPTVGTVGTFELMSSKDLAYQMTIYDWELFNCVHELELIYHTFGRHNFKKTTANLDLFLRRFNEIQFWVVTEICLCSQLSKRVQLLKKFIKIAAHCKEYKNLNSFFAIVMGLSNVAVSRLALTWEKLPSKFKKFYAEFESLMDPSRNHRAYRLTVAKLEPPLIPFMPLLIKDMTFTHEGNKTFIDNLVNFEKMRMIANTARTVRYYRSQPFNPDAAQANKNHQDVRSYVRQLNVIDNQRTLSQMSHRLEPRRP
CCT modulator: cytosolic chaperonin activity modulation. purified chaperonin ATPase assay, HTRF ADP detection, 30 min. activity change, % (test concentration not listed), hits read low. 360,000 tested, 0.3% active. AID 651819; in the data active = activity change below about -30%; note: % is set by controls: 0 for no effect and ±100 for the full control effect
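TRiC at 40 or 20 nM final (batch-dependent) in 30 mM Tris pH 7.4, 100 mM KCl, 5 mM MgCl2, 1 mM DTT, with compound at single 76 uM and 10 uM ATP, 30 min at 37 deg C. ADP detected by HTRF Transcreener, 665/615 ratio.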
Nrf2 activator: activators of Nrf2 (ARE) signaling | AREc32 ARE-luciferase reporter (MCF7-derived line), luminescence, 24 h | Potency, µM (top dose mostly 46.1 µM), without a hit: at the top dose activation, usual class: activators | 410,000 tested, 0.31% active; note: potency is the fitted concentration of half-maximal effect; % of control where 0% means no effect; nearly all actives have a fitted effect of over 65% in size
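Nrf2 activation is followed as ARE-luciferase induction in the AREc32 line after one day of compound treatment; luminescence is read with Steady-Glo.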
A549 viability: kills or reduces viability of A549 cells in Nrf2 counter-screen | Potency, µM (highest dose often 46 µM), inactives show top-dose activity change, negative = cytotoxicity, actives largely listed as inhibitors | AID 504648 | 390,000 tested, 0.16% active | A549 ARE-Fluc cells, CellTiter-Fluor viability, 18-24 h; note: potency is the fitted concentration of half-maximal effect; % is set by controls: 0 for no effect and ±100 for the full control effect
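A549 ARE-Fluc cells in 5% FBS OPTI-MEM, 5000 cells/well, rested 2 h then exposed to compounds in concentration-response for 18-24 h at 37 °C. Viability by CellTiter-Fluor fluorescence (Ex 405/Em 525) after 30 min; luciferase luminescence (BugLite, 15 min, RT) read afterwards.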
EPAC2 ag: activates human EPAC2 exchange factor; Q8WZA2; EPAC2 activation, biochemical qHTS; response scale: 100% = 6.5 mM cAMP response; Potency, µM (series often up to 154 µM), for inactives: top-dose activation, hits mostly activators; 360,000 tested, 0.079% active; note: potency is the fitted concentration of half-maximal effect; nearly all actives have a fitted effect of over 50% in size
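Setup: EPAC2 100 nM, labeled Rap1B complex 250 nM, free GDP 50 uM. Compound titrations pinned in, brief spin, 5 min room temperature incubation. Kinetic fluorescence read over 30 min, normalized to 6.5 mM cAMP.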
Akt phos inh: inhibitors of Akt phosphorylation. 360,000 tested, 0.32% active. activity change, % for hits at 50 µM. Neuro2A IGF-stimulated pAkt S473 HTRF, 20 min; stronger effect = lower value. AID 651550; in the data active = activity change below about -80%; inconclusive = mostly about -51% to -80%; note: % is set by controls: 0 for no effect and ±100 for the full control effect
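Neuro2A cells in DMEM with 0.5% FBS, overnight at 37 deg C, given compound at single 50 µM final, then IGF (6 nM final) for 20 min at 37 deg C. Lysed; phospho-Akt Ser473 by HTRF after 24 h, 665/615 ratio.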
TGFb inhibitor: TGF-b pathway inhibition | AID 588855 | Potency, µM (top dose mostly 46.1 µM), for the others: at the top dose activity, negative = inhibition, most hits filed as inhibitors | HepG2 CAGA-GFP TGF-b/SMAD3 reporter, GFP fluorescence, 18 h; TGF-beta stimulated, 500 pg/mL final | 410,000 tested, 1.2% active; note: potency is the fitted concentration of half-maximal effect; % is set by controls: 0 for no effect and ±100 for the full control effect; nearly all actives have a fitted effect of over 65% in size
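Smad-responsive CAGA-GFP expression was quantified in HEPG2 cells exposed to compounds and 500 pg/mL final TGF-beta for 18 h at 37 degrees C; unstimulated wells defined full inhibition.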
Nrf2 block: blocks Nrf2 signaling; A549 ARE-Fluc reporter, luciferase luminescence, 18-24 h; Potency, µM (top dose mostly 46 µM), inactives show at the highest dose activity change, negative = inhibition, actives largely listed as inhibitors; 360,000 tested, 2.1% active; AID 504444; note: potency is the fitted concentration of half-maximal effect; % is set by controls: 0 for no effect and ±100 for the full control effect; nearly all actives have a fitted effect of over 60% in size
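Two sequential reads on A549 ARE_Fluc cells exposed to compound for 18-24 h: a CellTiter-Fluor fluorescence read for viability, then a luciferase luminescence read for Nrf2/ARE activity.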
Numbers without * were called inactive; [ ] = remark or other dose. Unless noted, calls come from the whole dose curve; as a rule, active = well fitted curve in the direction sought with a large enough effect; inconclusive = small, poorly fitted or top-dose-only effect, or another doubt; inactive = no such curve, though single readings can be large; an effect the other way counts as inactive or inconclusive. Only part of the results is shown; count on the stated rates, not on these rows.

For CCOC(=O)c1cc(-c2ccccc2C)nn1CC1CC(c2ccc(OC)cc2)=NO1 (configuration not stated) the results were Mm-Cpn inhibitor 1%, EPAC2 antag 2%, CCT modulator 0.3, Nrf2 activator 0.8%, A549 viability -3%, EPAC2 ag 5%, Akt phos inh inactive, TGFb inhibitor inconclusive and Nrf2 block inconclusive.
Cc1ccc(C(=O)OCC(=O)Nc2ccc(Cl)cn2)s1 was read as Mm-Cpn inhibitor 1%, EPAC2 antag 2%, CCT modulator 0.5, Nrf2 activator 5.6%, A549 viability 1%, EPAC2 ag 0%, Akt phos inh inactive, TGFb inhibitor 1% and Nrf2 block 7%.
CC(C)N1C(=O)/C(=C\c2nc3ccccc3c(=O)[nH]2)c2ccccc21 was read as Mm-Cpn inhibitor -8%, EPAC2 antag 3%, CCT modulator -1.5, Nrf2 activator inconclusive, A549 viability 11%, EPAC2 ag 23%, Akt phos inh inactive, TGFb inhibitor inconclusive and Nrf2 block 5%.
`CC(=O)N(CCCN(C)C)CCC(C)CCC=C(C)C` (configuration not stated) gave Mm-Cpn inhibitor 0%, EPAC2 antag 0%, CCT modulator -0.1, Nrf2 activator -0.7%, A549 viability 27%, EPAC2 ag 3%, Akt phos inh inactive, TGFb inhibitor 3% and Nrf2 block 0%.
`COCCNC(=O)C(=O)N/N=C/c1cccs1` gave Mm-Cpn inhibitor 1%, EPAC2 antag 1%, CCT modulator 2.1, Nrf2 activator -1.1%, A549 viability 10%, EPAC2 ag 10%, Akt phos inh inactive, TGFb inhibitor 12% and Nrf2 block 9%.
`Cc1cc2oc(C(=O)Nc3cccnc3)c(C)c2cc1C` gave Mm-Cpn inhibitor -2%, EPAC2 antag 8%, CCT modulator -0.5, Nrf2 activator 0.0%, A549 viability 10%, EPAC2 ag 4%, Akt phos inh inactive, TGFb inhibitor -28% and Nrf2 block 23%.
Screening NC(=O)c1ccc(NC(=O)COC(=O)CCC2CCCCC2)cc1 returned Mm-Cpn inhibitor 0%, EPAC2 antag -9%, CCT modulator 0.2, Nrf2 activator 0.8%, A549 viability -3%, EPAC2 ag -2%, Akt phos inh inactive, TGFb inhibitor 10% and Nrf2 block -19%.
For Cc1ccccc1NC(=S)NCc1ccc2[nH]c3c(c2c1)CCCC3 the results were Mm-Cpn inhibitor 1%, EPAC2 antag -5%, CCT modulator 0.0, Nrf2 activator 2.7%, A549 viability -7%, EPAC2 ag 17%, Akt phos inh inactive, TGFb inhibitor inconclusive and Nrf2 block inconclusive.
For CCc1n[nH]c(=S)n1/N=C/c1cc(OC)cc([N+](=O)[O-])c1O the results were Mm-Cpn inhibitor -2%, EPAC2 antag -27%, CCT modulator -1.0, Nrf2 activator 0.2%, A549 viability -4%, EPAC2 ag -1%, Akt phos inh inactive, TGFb inhibitor -1% and Nrf2 block 0%.
Screening CC(Sc1nc(-c2ccccc2)cc(C(F)(F)F)n1)C(=O)Nc1ccc2c(c1)OCO2 (configuration not stated) returned Mm-Cpn inhibitor -1%, EPAC2 antag -1%, CCT modulator -6.6, Nrf2 activator -0.8%, A549 viability 2%, EPAC2 ag -3%, Akt phos inh inactive, TGFb inhibitor -5% and Nrf2 block 8%.
For Cc1cc(C)c2c(=O)n(CC(=O)N3CCN(c4ccccc4)CC3)ccc2n1 the results were EPAC2 antag 0%, CCT modulator -1.1, Nrf2 activator 0.3%, EPAC2 ag 8%, Akt phos inh inactive and TGFb inhibitor -4%.
For O=C(Nn1c(-c2ccccc2)nc2ccccc2c1=O)c1ccc([N+](=O)[O-])cc1 the results were Mm-Cpn inhibitor 2%, EPAC2 antag -2%, CCT modulator 0.2, Nrf2 activator 0.2%, A549 viability 11%, EPAC2 ag 13%, Akt phos inh inactive, TGFb inhibitor -10% and Nrf2 block -13%.
Screening O=C(N/N=C/c1ccncc1)c1ccccn1 returned Mm-Cpn inhibitor 0%, EPAC2 antag 6%, CCT modulator 0.1, Nrf2 activator -0.6%, A549 viability 0%, EPAC2 ag 9%, Akt phos inh inactive, TGFb inhibitor -7% and Nrf2 block inconclusive.
For Cc1ccc(OC(=O)c2ccncc2)c(C)c1 the results were Mm-Cpn inhibitor 0%, EPAC2 antag -21%, CCT modulator 0.5, Nrf2 activator -0.9%, A549 viability -6%, EPAC2 ag 3%, Akt phos inh inactive, TGFb inhibitor 2% and Nrf2 block 5%.
Screening Cc1cc(-c2nnc(SCC(=O)Nc3ccc(Cl)cn3)n2N)n[nH]1 returned Mm-Cpn inhibitor inconclusive, EPAC2 antag 0%, CCT modulator -1.4, Nrf2 activator 0.2%, A549 viability -6%, EPAC2 ag 2%, Akt phos inh inactive, TGFb inhibitor -8% and Nrf2 block -11%.

3 entries from above, ordered by heavy-atom count, ascending.
Cc1ccc(C(=O)OCC(=O)Nc2ccc(Cl)cn2)s1 was read as Mm-Cpn inhibitor 1%, EPAC2 antag 2%, CCT modulator 0.5, Nrf2 activator 5.6%, A549 viability 1%, EPAC2 ag 0%, Akt phos inh inactive, TGFb inhibitor 1% and Nrf2 block 7%.
Screening NC(=O)c1ccc(NC(=O)COC(=O)CCC2CCCCC2)cc1 returned Mm-Cpn inhibitor 0%, EPAC2 antag -9%, CCT modulator 0.2, Nrf2 activator 0.8%, A549 viability -3%, EPAC2 ag -2%, Akt phos inh inactive, TGFb inhibitor 10% and Nrf2 block -19%.
For Cc1cc(C)c2c(=O)n(CC(=O)N3CCN(c4ccccc4)CC3)ccc2n1 the results were EPAC2 antag 0%, CCT modulator -1.1, Nrf2 activator 0.3%, EPAC2 ag 8%, Akt phos inh inactive and TGFb inhibitor -4%.

More records.
`CSc1nnc(N(CCC#N)CCC#N)s1` gave Mm-Cpn inhibitor 1%, EPAC2 antag 1%, CCT modulator 1.4, Nrf2 activator -0.4%, A549 viability 3%, EPAC2 ag -2%, Akt phos inh inactive, TGFb inhibitor -2% and Nrf2 block 19%.
`CCOC(=O)c1cccc(NC(=O)CN(c2ccc(OC)cc2)S(=O)(=O)c2c(C)noc2C)c1` gave Mm-Cpn inhibitor 1%, EPAC2 antag 1%, CCT modulator -0.2, Nrf2 activator 0.2%, A549 viability 3%, EPAC2 ag 5%, Akt phos inh inactive, TGFb inhibitor -16% and Nrf2 block 6%.
O=C(c1cc(-c2ccco2)nc2ccccc12)N1CCCC(C(F)(F)F)C1 (configuration not stated) was read as Mm-Cpn inhibitor -7%, EPAC2 antag -6%, CCT modulator 0.0, Nrf2 activator 3.1%, A549 viability -1%, EPAC2 ag -2%, Akt phos inh inactive, TGFb inhibitor -8% and Nrf2 block -15%.
`COc1cccc(C=C2SC(=S)NC2=O)c1` gave EPAC2 antag -13%, CCT modulator -1.3, Nrf2 activator 2.7%, A549 viability inconclusive, EPAC2 ag 14%, Akt phos inh inactive, TGFb inhibitor 0% and Nrf2 block 1%.
`C[C@@H]1CN([C@H](C)CO)S(=O)(=O)c2ccc(Br)cc2O[C@H]1CN(C)C(=O)Cc1ccccn1` gave EPAC2 antag -14%, CCT modulator 1.3, Nrf2 activator 0.2%, EPAC2 ag -11%, Akt phos inh inactive and TGFb inhibitor -5%.
Cc1ccc(OCCOc2cccc(/C=N/NC(N)=O)c2)cc1 was read as Mm-Cpn inhibitor -4%, EPAC2 antag 6%, CCT modulator -1.9, Nrf2 activator 5.5%, A549 viability 1%, EPAC2 ag 9%, Akt phos inh inactive, TGFb inhibitor 0% and Nrf2 block inconclusive.
Screening O=C(Nc1ccccc1)c1cc(C2CCCN(C(=O)c3ccccc3)C2)on1 (configuration not stated) returned EPAC2 antag 2%, CCT modulator 0.3, Nrf2 activator 4.8%, EPAC2 ag 4%, Akt phos inh inactive and TGFb inhibitor -9%.
`Cc1cccc(CN2CCN(c3ncccn3)CC2)c1` gave Mm-Cpn inhibitor 1%, EPAC2 antag -1%, CCT modulator -2.5, Nrf2 activator -0.2%, A549 viability 7%, EPAC2 ag 9%, Akt phos inh inactive, TGFb inhibitor 15% and Nrf2 block inconclusive.
COc1ccc(N2CCN(C(=O)CSc3nc(-c4ccc(C(C)C)cc4)no3)CC2)cc1 was read as Nrf2 activator 0.1%, A549 viability -4%, TGFb inhibitor 62%[activator] and Nrf2 block inconclusive.
`CCn1cc(/C=C(\NC(=O)c2ccccc2OC)C(=O)N2CCN(C)CC2)c2ccccc21` gave Mm-Cpn inhibitor 0%, EPAC2 antag 9%, CCT modulator -1.3, Nrf2 activator 4.8%, A549 viability -4%, EPAC2 ag 0%, Akt phos inh inactive, TGFb inhibitor -17% and Nrf2 block -13%.
For CCN(C(=O)C(=O)Nc1ccc2nc3n(c(=O)c2c1)CCCCC3)c1ccc(F)cc1 the results were Nrf2 activator -0.8%, A549 viability -1%, TGFb inhibitor 0% and Nrf2 block 8%.
For CC(CNC(=O)CCc1nnc(CCC2CCCCC2)o1)c1ccccc1 (configuration not stated) the results were Mm-Cpn inhibitor 0%, EPAC2 antag -4%, CCT modulator 3.8, Nrf2 activator 2.5%, A549 viability 4%, EPAC2 ag -2%, Akt phos inh inactive, TGFb inhibitor 1% and Nrf2 block inconclusive.
O=C(NCC(=O)N(Cc1ccccc1)C(C(=O)NCC1CCCO1)c1ccccc1)c1ccco1 (configuration not stated) was read as Mm-Cpn inhibitor inconclusive, EPAC2 antag 4%, CCT modulator -3.4, Nrf2 activator 0.1%, A549 viability 1%, EPAC2 ag 3%, Akt phos inh inactive, TGFb inhibitor -1% and Nrf2 block -6%.
Screening COc1ccc(NC(=O)N(C)C[C@H]2Oc3c(NC(=O)Nc4c(C)noc4C)cccc3C(=O)N([C@H](C)CO)C[C@@H]2C)cc1 returned Mm-Cpn inhibitor -1%, EPAC2 antag -17%, CCT modulator -0.4, Nrf2 activator 0.3%, A549 viability 3%, EPAC2 ag 2%, Akt phos inh inactive, TGFb inhibitor 14% and Nrf2 block 6%.
